12-LOX inh: Primary qHTS assay for inhibitors of human arachidonate 12S-lipoxygenase (ALOX12): Round 2; Polyunsaturated fatty acid lipoxygenase ALOX12 (Homo sapiens), P18054; purified 12hLO, xylenol orange hydroperoxide absorbance; Potency, µM (highest dose often 108 µM), for inactives: at the top dose activity change, negative = inhibition, usual class: inhibitors; hit rate 1.1% among 580,000; active means well fitted inhibition curve with a large enough effect; inconclusive means small, poorly fitted or top-dose-only effect, or another doubt; inactive means no such curve, though single readings can be large or run the other way; further: potency means the concentration at half of the fitted maximal effect
Target sequence (P18054 whole entry, looked up): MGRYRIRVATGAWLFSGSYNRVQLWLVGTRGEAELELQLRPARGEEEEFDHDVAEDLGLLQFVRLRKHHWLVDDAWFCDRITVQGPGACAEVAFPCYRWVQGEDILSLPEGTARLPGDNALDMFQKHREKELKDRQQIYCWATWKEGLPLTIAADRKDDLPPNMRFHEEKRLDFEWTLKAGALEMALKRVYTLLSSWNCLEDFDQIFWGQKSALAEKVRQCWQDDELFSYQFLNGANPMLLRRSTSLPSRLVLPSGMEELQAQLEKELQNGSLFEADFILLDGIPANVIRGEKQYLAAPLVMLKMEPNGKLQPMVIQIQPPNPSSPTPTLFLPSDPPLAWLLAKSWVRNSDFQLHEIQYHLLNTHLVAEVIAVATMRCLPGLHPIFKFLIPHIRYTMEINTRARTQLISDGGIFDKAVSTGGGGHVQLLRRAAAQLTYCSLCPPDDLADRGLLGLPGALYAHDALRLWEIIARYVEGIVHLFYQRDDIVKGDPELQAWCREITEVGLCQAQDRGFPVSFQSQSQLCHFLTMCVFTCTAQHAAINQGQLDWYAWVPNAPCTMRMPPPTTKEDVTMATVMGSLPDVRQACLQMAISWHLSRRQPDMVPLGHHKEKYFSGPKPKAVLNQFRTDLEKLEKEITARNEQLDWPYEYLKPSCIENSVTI
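Purified human 12hLO (150 nM final) in 25 mM Hepes, 0.01% Triton X-100, pH 7.0 was preincubated 15 min at room temperature with compound. Then 40 uM arachidonic acid was added, 30 min. Hydroperoxide was read by Fe-XO absorbance ratio 573/405 nm.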
LDHA block: qHTS assay for inhibitors of human lactate dehydrogenase; L-lactate dehydrogenase A chain (Homo sapiens), P00338; purified LDHA, NADH/diaphorase-resazurin fluorescence; hits give low values; activity change, % (values are at about 110 or 230 µM); hit rate 0.15% among 480,000; AID 1347041, 2019; in the data active means activity change below about -30%; inconclusive means mostly about -25% to -30%;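 further: plate controls were DMSO wells for no effect and wells without enzyme for full effect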
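Resorufin fluorescence (ex540/em590), read at 0 and 20 min after diaphorase/resazurin addition, reports the NADH left after a 5 min room-temperature reaction of 2 nM human LDH5 with 0.06 mM NADH and 0.2 mM pyruvate.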
* marks the source's active call; other numbers are inactive results; ? = inconclusive; [ ] = another dose, or the depositor's remark. Unless noted, on the % scale 0 is the no-effect control and ±100 the full control effect. Only part of the results is shown (hit frequency here may not be typical).

SMILES	12-LOX inh	LDHA block
Cc1cccc(NC(=O)N(Cc2cccs2)C2CC2)c1	38.5%[activator]	-9.0
CCN1C(=O)C2(CC(=O)Nc3[nH]ncc32)c2cc(C)ccc21 (stereo unspecified)	-0.6%	0.5
C#Cc1cccc(NC(=O)c2n[nH]c(=O)c3ccccc23)c1	-16.6%	2.0
C=CCn1c(=O)c2c(nc(-n3nc(C)cc3C)n2CC(C)C)n(C)c1=O	-4.1%	-12.5
O=C(COc1ccc2c(=O)c(-c3ccc(Cl)cc3)coc2c1)Nc1ccc(O)cc1	-1.3%	-0.1
COc1cc2c(cc1OC)C1=CC3(C(=O)Nc4ccc(F)cc43)C(C#N)=C(N)N1CC2 (stereo unspecified)	?	3.5
CCOc1ccc(/C=C/C(=O)c2cc3ccc(OC)cc3oc2=O)cc1OC	?	0.0
CC1c2cc3c(cc2CCN1S(=O)(=O)c1cc(Cl)ccc1Cl)OCCCO3 (stereo unspecified)	?	3.9
c1ccc(-c2nc(N3CCOCC3)nc3ccccc23)cc1	?	-1.7
COC(=O)c1sc(NC(=O)CCN2CCc3ccccc32)c(C(=O)OC)c1C	?	9.3
Nc1ccccc1SC1=CS(=O)(=O)c2ccccc21	-8.7%	8.8
COc1ccc(C2CCCN2C(=O)c2csc(-c3ccccc3)n2)cc1 (stereo unspecified)	?	-22.2
O=C(O)C1CC(=O)N(C2CC2)C1c1ccccc1 (stereo unspecified)	7.7%	1.0
CC(NC(=O)CCc1ncc(-c2ccccc2)o1)c1ccc(S(C)(=O)=O)cc1 (stereo unspecified)	10.2%	4.7
COCCN(CCOC)C(=O)COC(=O)c1ccc(C#N)cc1	?	4.0
CCN(CC)S(=O)(=O)c1ccc(-c2nc(C#N)c(N3CCC(Cc4ccccc4)CC3)o2)cc1	3.9%	5.7
COc1ccc2nc(C)c(C(=O)N(C)CC3COc4ccccc4O3)cc2c1 (stereo unspecified)	-17.6%	23.0
CCOC(=O)[C@]12CCCC=C1N(CCC1=CCCCC1)C(=O)[C@H](CC(=O)N1CCC(c3ccccc3)CC1)C2	-60.7%	5.2
CCc1cc(=O)oc2c(C)c(OCC(=O)NCc3cccnc3)ccc12	-38.5%	6.8
CCc1nnc(NC(=O)CCc2ncc(-c3ccccc3)o2)s1	9.2%	0.3
CC1(C)OC(=O)C2=C(C[C@@H](CCOCc3ccccc3)O[C@@H]2c2ccc(F)cc2)O1	?	3.1
NC(=S)NCc1ccco1	?	6.4
O=[N+]([O-])c1ccc(NNS(=O)(=O)c2ccccc2)c([N+](=O)[O-])c1	-73.5%	-0.3
CCOC(=O)N1CCN(C(=O)C[C@@H]2C[C@@]3(C(=O)OCC)CCCC=C3N(CCc3ccc(OC)c(OC)c3)C2=O)CC1	2.0%	-0.8
NC(=O)CNS(=O)(=O)c1ccc(C(=O)O)cc1	?	-5.6
CC(C)N1CCC(CNC(=O)CCc2c[nH]c3ccccc23)C1 (stereo unspecified)	8.8%	9.5
COc1ccccc1/C=C(/C#N)C(=O)Nc1ccccc1C(=O)O	0.6%	1.3
O=C(NCc1ccccc1F)c1cc(S(=O)(=O)C2CCS(=O)(=O)C2)ccc1F (stereo unspecified)	11.5%	0.0
Cc1ccccc1NC(=O)Cn1c(C)cc(=O)n2nc(-c3cccs3)nc12	2.9%	-2.5
Cc1ccc(C(=O)NCC(O)c2ccc(F)c(F)c2)cn1 (stereo unspecified)	-25.0%	-2.6
CCOC(=O)c1ccc2[nH]c(CSCC(=O)Nc3ccc(CC)cc3)cc(=O)c2c1	-26.6%	-3.2
COc1ccc(/C=C/c2nc3ccccc3s2)c(OC)c1OC	-45.9%	-12.5
O=C1NC[C@H](CCCCN2C[C@H](Cc3ccc(O)cc3)N(Cc3ccccc3)C(=O)C2=O)N(CCc2ccc(O)cc2)C1=O	0.0%	3.3
Cn1nc(C(=O)NCC2CCC2)c2ccccc2c1=O	?	-2.5
O=C(COC(=O)c1ccc(NC(=O)c2ccco2)cc1)c1ccccc1	?	-4.6
O=C1CC2(CCCCC2)CC(=O)O1	-1.1%	3.8
COc1ccc(C2C=C3c4cc5c(cc4CCN3C3=C2C(=O)CCC3)OCCCO5)cc1 (stereo unspecified)	-25.0%	19.5
O=C(Cn1cnc2ccc(Br)cc2c1=O)N1CCCC1c1ccc2c(c1)OCCO2 (stereo unspecified)	-1.8%	-7.4
CCc1c(C(=O)O)csc1C	4.3%	-6.2
Cc1cccc(-c2cc(C(=O)O)c3cc(C)ccc3n2)c1	?	-11.8
Fc1ccccc1-c1nnc(SCc2ccc3ccccc3n2)n1C1CC1	?	-2.2
Cc1cc(C)nc(SC(C(=O)c2ccccc2)c2ccccc2)n1 (stereo unspecified)	-7.3%	5.1
CN1/C(=C\C(=O)CN2CCN(C/C=C/c3ccccc3)CC2)C(C)(C)c2ccccc21	-4.5%	-0.2
Cc1ccc2c(c1)N(C(=O)Cn1c(=O)n(CCC(C)C)c(=O)c3sccc31)CCO2	-0.7%	1.0
O=C(CCc1ncc(-c2ccccc2)o1)Nc1ccccc1	-18.6%	1.1
COc1ccc(CNC(=O)Cc2c(C)c3c(OC)cc(C)cc3oc2=O)cc1	29.8%	15.5
O=C(Cc1ccc(C(F)(F)F)cc1)Nc1ccc(F)cc1Cl	6.8%	-0.4
CCCn1c(-n2nc(CC)cc2CC)nc2c1c(=O)n(CC(N)=O)c(=O)n2C	-12.8%	-1.5
COc1cccc2cc(-c3nc(-c4ccccc4)cs3)c(=O)oc12	7.4%	32.0
COc1ccc(S(=O)(=O)Nc2nc3ccccc3nc2Nc2ccccc2F)cc1	-29.3%	-0.6
CCOC(=O)c1cc(-c2ccccc2)sc1NC(=O)CCN1CCC(C)CC1	6.2%	2.0
O=C1OCCC1N1CCN(c2ccccc2O)CC1 (stereo unspecified)	14.5%	38.2
O=C(NCCc1ccsc1)C1CC=CCC1 (stereo unspecified)	13.0%	-3.1
Cc1cc(C)cc(-n2c(C)c(C)n3c4c(=O)[nH]c(=O)n(C)c4nc23)c1	-1.9%	-6.5
N#CCC(=O)Nc1ccc(N2CCOCC2)cc1	?	6.1
O=C(COc1ncnc2ccccc12)Nc1c(Cl)cc(Cl)cc1Cl	?	-3.2
O=C(CCN=C1NS(=O)(=O)c2ccccc21)Nc1cc(Cl)cc(Cl)c1	-25.2%	-1.9
CCC(C)[C@H](NC(=O)NCCc1ccc(Cl)cc1)C(=O)O (stereo partly specified)	?	-4.0
O=C(/C=C/N1CCC(Cc2ccccc2)CC1)C(F)(F)F	1.5%	0.3
COc1cccc(-n2nnc3c(N4CCN(S(=O)(=O)c5ccccc5F)CC4)ncnc32)c1	?	-0.3
New compounds follow:
SMILES	12-LOX inh	LDHA block
O=C1Nc2ccccc2CCC1n1nc(-c2ccccc2F)ccc1=O (stereo unspecified)	1.0%	-4.7
O=C(NCc1cccnc1)c1ccc(CN2C(=O)CCn3nccc32)cc1	-4.0%	0.1
Cc1cc(NC(=O)C(C)C)ccc1Br	16.5%	-1.2
O=C(Cn1cc(C(F)(F)F)cc(Cl)c1=O)Nc1cc(C(F)(F)F)ccc1Cl	-13.4%	-3.6
CC(CNC(=O)CCc1nnc2n(CCc3ccccc3)c(=O)c3ccccc3n12)c1ccccc1 (stereo unspecified)	34.4%	3.9
Cc1cccc(C(=O)Nc2ccc(C(=O)OCc3cc(=O)n4ccsc4n3)cc2)c1	?	-10.0
CC1CCC(NC(=O)Cc2coc(-c3ccccc3)n2)CC1 (stereo unspecified)	-11.4%	4.1
COc1ccc(/C=C(/C#N)c2nc3ccc(C)cc3[nH]2)cc1O	-5.7%	-2.1
O=C(O)CSc1ccc(Br)cc1	-43.4%	-0.2
Nc1c(N(Cc2ccco2)C(=O)Cc2c(F)cccc2Cl)c(=O)[nH]c(=O)n1Cc1ccccc1	-18.1%	4.6
CC(=O)C1(C)N(O)C(C)(C)C(c2ccc(Cl)cc2)=[N+]1[O-] (stereo unspecified)	-21.4%	-2.5
CCC(CC)C(CNC(=O)c1n[nH]c(=O)c2ccccc12)N1CCOCC1 (stereo unspecified)	-7.8%	0.3
Nc1ccc(C(F)(F)F)c(C(F)(F)F)c1	-18.1%	5.6
COC(=O)c1c(C)oc2ccc(OC(=O)C(C)(C)C)cc12	-4.9%	5.3
Cc1ccc(C(=O)Cn2nc(Cl)nc2Cl)cc1	-1.3%	-1.5

Not a retest: 13 of the compounds above.
SMILES	12-LOX inh	LDHA block
Cc1cccc(NC(=O)N(Cc2cccs2)C2CC2)c1	38.5%[activator]	-9.0
CCN1C(=O)C2(CC(=O)Nc3[nH]ncc32)c2cc(C)ccc21 (stereo unspecified)	-0.6%	0.5
C#Cc1cccc(NC(=O)c2n[nH]c(=O)c3ccccc23)c1	-16.6%	2.0
C=CCn1c(=O)c2c(nc(-n3nc(C)cc3C)n2CC(C)C)n(C)c1=O	-4.1%	-12.5
O=C(COc1ccc2c(=O)c(-c3ccc(Cl)cc3)coc2c1)Nc1ccc(O)cc1	-1.3%	-0.1
COc1cc2c(cc1OC)C1=CC3(C(=O)Nc4ccc(F)cc43)C(C#N)=C(N)N1CC2 (stereo unspecified)	?	3.5
CCOc1ccc(/C=C/C(=O)c2cc3ccc(OC)cc3oc2=O)cc1OC	?	0.0
CC1c2cc3c(cc2CCN1S(=O)(=O)c1cc(Cl)ccc1Cl)OCCCO3 (stereo unspecified)	?	3.9
c1ccc(-c2nc(N3CCOCC3)nc3ccccc23)cc1	?	-1.7
COC(=O)c1sc(NC(=O)CCN2CCc3ccccc32)c(C(=O)OC)c1C	?	9.3
Nc1ccccc1SC1=CS(=O)(=O)c2ccccc21	-8.7%	8.8
COc1ccc(C2CCCN2C(=O)c2csc(-c3ccccc3)n2)cc1 (stereo unspecified)	?	-22.2
O=C(O)C1CC(=O)N(C2CC2)C1c1ccccc1 (stereo unspecified)	7.7%	1.0

Following part:
SMILES	12-LOX inh	LDHA block
Fc1ccc(NN=C2c3ccccc3-c3ccccc32)cc1	?	6.6
CS(=O)(=O)N(CC(=O)N1CCc2ccccc2C1)c1ccccc1Cl	1.0%	2.5
CCn1ccc2cc(S(=O)(=O)N3CCC(C(=O)N4CCC5(CC4)OCCO5)CC3)ccc21	5.4%	-6.5
CCC(C)n1nnc2cc(S(=O)(=O)N3CCC(C(=O)NCc4ccc(OC)cc4)CC3)ccc21 (stereo unspecified)	9.4%	2.6
CCCCn1nc(C(=O)Nc2cccc(Cl)c2)c2ccccc2c1=O	-14.3%	10.9
CCCn1nc(C(=O)NCC(C2CC2)N(C)C)c2ccccc2c1=O (stereo unspecified)	-4.9%	3.9
CCOc1ccc(-n2nc(C(=O)Nc3ccc(C(F)(F)F)cc3)c3ccccc3c2=O)cc1	-1.4%	1.5
NCCCCOCc1ccccc1	19.9%	2.3
CCC(C)NC(=O)CCc1nnc2n(CCc3ccccc3)c(=O)c3ccccc3n12 (stereo unspecified)	12.7%	0.7
CCCCOc1ccc(NC(=O)C(C)Oc2ccccc2OC)c2cccnc12 (stereo unspecified)	18.0%	13.0
COc1cccc(Oc2coc3cc(OC(=O)c4ccccc4Br)ccc3c2=O)c1	?	2.1
Cc1ccc(NC(=O)C(Sc2nnc(-c3ccco3)n2N)c2ccccc2)cc1 (stereo unspecified)	?	2.3
Cc1ccc2c(COC(=O)CNC(=O)c3ccccc3)cc(=O)oc2c1C	3.3%	3.1
CC(C)Cn1c(=O)c2c(ncn2Cc2ccco2)n(Cc2ccccc2)c1=O	-8.5%	9.9
N#C/C(=C\c1ccccc1OCc1ccccc1F)C(=O)Nc1ccccc1C(F)(F)F	?	3.5
CC(C)C/C(=N\NC(=O)C1CC1(c1ccccc1)c1ccccc1)c1ccccc1 (stereo unspecified)	14.7%	0.1
COc1cccc(/C=C/C(=O)c2cccc(O)c2)c1	?	-0.1
COc1ccc(CN2C(=O)CSCC2(C)C(=O)Nc2c(C)cccc2C)cc1OC (stereo unspecified)	-7.8%	-0.3
CCCC[C@@H]1CNC(=O)C(=O)N1CCCCC1CCCCC1	-12.1%	3.2
Fc1ccc(CNCc2cccc(Oc3ccccc3)c2)cc1	?	3.8
CN(CC(=O)Nc1ccc(Cl)cc1)Cc1nc2cc(Cl)ccc2c(=O)[nH]1	?	-1.6
Cc1ccc(-c2cc(C(=O)Nc3nncs3)c3ccccc3n2)c(C)c1	?	-2.1
N#C/C(=C\c1ccco1)C(=O)NC1CCCC1	39.8µM*	7.0
Cc1ccc(Cn2cc(/C=C(\C#N)C(N)=O)c3ccccc32)cc1	-17.1%	-7.4
CC(N)CC(C)(C)c1ccccc1 (stereo unspecified)	-6.2%	-5.7
Cc1cc(Br)c2nc(-c3ccccc3)c(Cc3cccc(Cl)c3)n2c1	0.0%	2.2
COc1cccc(F)c1-c1nc(C)c(C(=O)Nc2cccnc2)s1	?	-1.7
CC(C)(C)c1ccc(-c2cc(C(=O)O)c3cc(Br)ccc3n2)cc1	?	2.5
CCOc1ccc(-c2nc3ccc4ccccc4c3c3c2CCCC3)cc1	29.0%	3.1
CCCC(C)(C)NC(=O)c1cc(OC)c(OC)c(OC)c1	-4.8%	1.3
Brc1ccc(OCc2ccccc2)c(CNCC2CCNCC2)c1	-19.0%	-0.6
CCCCCCCCCC(=O)Nc1ccc(C)c(C)c1	-2.7%	-1.1
COc1ccc(NC(=O)NCC2CCN(CCc3ccc(F)cc3)CC2)cc1OC	?	4.1

Source: PubChem BioAssay
